Screens deposited in PubChem by several laboratories.
NF-kB neuron act = compounds increasing NF-kB expression in human neuronal cells; NF-kB reporter expression; active compounds read high; fold change at 12.5 µM; 190,000 tested, 1.6% active; AID 1239; in the data active = fold change above about 3.3
Hsp70 activator = Hsp70 transcriptional activation, primary screen | HeLa Hsp70 promoter luciferase reporter, luminescence; scaled: vehicle 0, proteasome-inhibitor control 100% | activation, % at 10 µM | 200,000 tested, 0.04% active | AID 1203;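 active = activation above the mean across all tested compounds plus 3 SD, cutoff set per campaign, cut at about 5.5% in these data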;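 also: 100% = MG132 at 30 µM as the positive control and 0% = DMSO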
DTT redox prof = compounds producing H2O2 with reducing agent – biochemical, NIH compound library profiling, artefact control for MLSCN library redox annotation, primary screen. DTT-dependent redox cycling H2O2, phenol red/HRP absorbance; 100% = 100 µM peroxide control, 0% = buffer. activation, % at 10 µM. 200,000 tested, 0.03% active. AID 878;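 active = activation of at least 50% relative to the plate's high and low controls in the primary single-dose screen; inactive = activation below 50%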;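 also: compound incubated with DTT at 0.8 mM final as the reducing agent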
TLR4-MyD88 BLA = TLR4-MyD88 interaction inhibition in cells | O00206+Q99836 | HeLa CL3-4 TLR4/MyD88 BLA complementation, FRET ratio | inhibition, % at 8.4 µM | 200,000 tested, 0.18% active | AID 861; in the data active = inhibition above about 25%;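 also: 0% = vehicle and 100% = reference inhibitor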
Target sequence (O00206 whole entry, looked up): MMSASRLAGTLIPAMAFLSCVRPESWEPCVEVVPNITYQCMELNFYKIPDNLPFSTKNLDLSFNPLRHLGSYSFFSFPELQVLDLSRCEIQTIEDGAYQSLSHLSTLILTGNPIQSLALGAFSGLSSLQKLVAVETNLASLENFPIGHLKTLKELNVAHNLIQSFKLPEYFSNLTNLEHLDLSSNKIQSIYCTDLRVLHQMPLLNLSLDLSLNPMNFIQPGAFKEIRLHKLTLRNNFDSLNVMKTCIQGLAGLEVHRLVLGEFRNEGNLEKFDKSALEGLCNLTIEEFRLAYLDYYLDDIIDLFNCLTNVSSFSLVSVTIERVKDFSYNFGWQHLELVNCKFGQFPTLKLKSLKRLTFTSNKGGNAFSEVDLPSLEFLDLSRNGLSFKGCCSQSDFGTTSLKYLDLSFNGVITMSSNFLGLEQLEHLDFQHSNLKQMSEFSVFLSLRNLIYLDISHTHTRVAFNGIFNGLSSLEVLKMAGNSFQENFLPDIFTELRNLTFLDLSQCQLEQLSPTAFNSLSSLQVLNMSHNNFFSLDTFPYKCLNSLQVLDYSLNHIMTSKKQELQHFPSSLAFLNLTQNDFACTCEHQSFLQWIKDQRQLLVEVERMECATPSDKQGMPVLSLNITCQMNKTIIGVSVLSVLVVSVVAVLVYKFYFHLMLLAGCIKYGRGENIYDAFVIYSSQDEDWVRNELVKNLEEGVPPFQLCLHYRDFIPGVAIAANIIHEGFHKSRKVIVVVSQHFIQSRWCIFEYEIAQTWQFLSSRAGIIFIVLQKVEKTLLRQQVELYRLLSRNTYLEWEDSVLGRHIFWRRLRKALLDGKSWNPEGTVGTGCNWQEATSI
Target sequence (Q99836 whole entry, looked up): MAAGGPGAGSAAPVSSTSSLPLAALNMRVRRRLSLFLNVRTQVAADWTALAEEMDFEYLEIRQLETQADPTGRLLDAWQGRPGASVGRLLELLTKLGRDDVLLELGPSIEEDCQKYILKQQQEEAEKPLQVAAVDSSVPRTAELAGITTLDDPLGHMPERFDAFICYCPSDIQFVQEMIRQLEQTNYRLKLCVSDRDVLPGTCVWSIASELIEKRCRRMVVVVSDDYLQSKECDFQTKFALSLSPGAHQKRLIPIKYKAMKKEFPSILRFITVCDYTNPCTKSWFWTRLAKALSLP
STAT3 blocker = inhibitors of IL-6 induced STAT3 signaling | AID 862 | inhibition, % at 5.5 µM | 190,000 tested, 0.89% active | U3A cells, IL-6 STAT3-luciferase reporter, luminescence; host cell line lacks STAT1;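 active = inhibition above the mean inhibition across all screened compounds plus 3 SD, cut at about 44% in these data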;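 also: 0% = DMSO only wells and 100% = 100 µM nifuroxazide control wells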
APP 5'UTR act = activates APP 5'UTR luciferase reporter; SH-SY5Y APP 5'UTR luciferase reporter, luminescence; zero percent = DMSO vehicle wells; activation, % at 2 µM; 190,000 tested, 1% active;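 active = activation above a set limit, based on mean plus 3 SD of controls, cut at about 140% in these data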; also: values of inactives mirror those of a sister screen read the other way
STAT1 blocker = STAT1 signaling inhibition; NIH 3T3 STAT1-luciferase reporter, IFN-gamma, luminescence; inhibition, % at 5.5 µM; 200,000 tested, 0.35% active; AID 920;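 active = inhibition above a set limit, the mean inhibition across all tested compounds plus 3 SD, cut at about 34% in these data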;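 also: 0% = IFN-gamma with DMSO and 100% = IFN-gamma with 300 µM nifuroxazide; values of inactives mirror those of a sister screen read the other way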
HMGR II inh = E. faecalis class II HMG-CoA reductase inhibition. purified E. faecalis HMGR, NADPH absorbance 340 nm kinetic. inhibition, % at 10 µM. 190,000 tested, 0.41% active. AID 1066;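 active = inhibition above a set limit, the median over all tested compounds plus 3 SD, cut at about 9.5% in these data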;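 also: enzyme runs in reverse so mevalonate oxidation gives rising NADPH absorbance; 0% = complete reaction with DMSO and 100% = background rate lacking mevalonate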
STAT1 act = increases IFN-gamma driven STAT1 reporter signal | NIH 3T3 STAT1-luciferase reporter, luminescence; 100% = IFN-gamma alone, no compound | activation (% of control), % at 5.5 µM | 200,000 tested, 2.6% active;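 active = activation above the screen-wide mean activation plus 3 SD, cut at about 130% in these data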;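 also: raw ratio to IFN-gamma control signal so 100% means no change and 0% no light; values of inactives mirror those of a sister screen read the other way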
STAT3 activator = activators of IL-6 induced STAT3 signaling; U3A cells, IL-6 STAT3-luciferase reporter, luminescence; 100% = signal with IL-6 EC80 alone; activation (% of control), % at 5.6 µM; 190,000 tested, 0.91% active;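 active = activation above the screen-wide mean of compound activation plus 3 SD, cut at about 130% in these data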;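 also: 0% = background luminescence of wells with medium and substrate only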
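Test system: human U3A cells carrying STAT3-luciferase construct; control set: IL-6-only wells as 100% reference; timing: compound pre-incubation 1 h before IL-6, then 6 h stimulation at 37 °C; also added: IL-6 stimulus at 33 ng/mL final; evaluation: % activation versus median of IL-6-stimulated wells; detection: reporter luminescence signal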
* marks the source's active call; other numbers are inactive results; x = no result given.

(1) CC(=O)c1ccc(NC(=O)C(C)Sc2ccccn2)cc1 (configuration not stated)
(2) O=C(COC(=O)CN1C(=O)C2CCCCC2C1=O)Nc1ccc(S(=O)(=O)N2CCOCC2)cc1 (configuration not stated)
(3) CCOc1ccc(CCNC(=O)c2oc3c(c2C)-c2[nH]ncc2CC3)cc1OCC
(4) Cc1ccc(-n2nc(C)c3c2OC(N)=C(C#N)C3c2ccco2)cc1 (configuration not stated)
(5) CCN(CC(=O)Nc1cccc(C#N)c1)CC(=O)Nc1cccc(OC)c1
(6) CN1CCCN(C(c2ccccc2)c2ccc(Cl)cc2)CC1 (configuration not stated)
(7) CC(=O)N1CCC(N(CCN2CCOCC2)C(=O)Nc2ccc(Cl)c(Cl)c2)CC1
(8) CCOC(=O)N1CCC(N2CCN(S(=O)(=O)c3ccc(OC)cc3)CC2)CC1
(9) CC1(C)Cc2c(sc3c2c(=N)n(Cc2ccco2)c(=O)n3Cc2ccc(F)cc2)CO1
(10) O=C(Nc1ccc(N2CCOCC2)cc1N1CCOCC1)c1cccs1

assay / compound	1	2	3	4	5	6	7	8	9	10
Hsp70 activator	-0.5	-0.2	-0.2	-0.3	0.2	-0.3	-0.1	0.2	-0.1	-0.3
STAT1 act	112	102	98	102	97	94	103	98	102	95
APP 5'UTR act	33	2	9	6	8	-7	2	-1	2	-21
STAT3 activator	87	131	100	140*	104	89	100	104	118	104
NF-kB neuron act	1.4	0.92	1.2	1.1	1	0.81	x	1.1	0.97	0.83
STAT3 blocker	18	-37	1	-36	4	14	5	1	-14	-5
HMGR II inh	-5	-2	1	-6	5	-5	x	2	0	-2
DTT redox prof	0.2	-0.1	-1.6	-0.2	-0.3	-0.2	-1.2	-0.1	-2.5	-0.6
STAT1 blocker	-16	-3	3	-2	4	7	-3	1	-1	1
TLR4-MyD88 BLA	-14	1	11	-5	2	7	6	-8	12	-4

(11) COc1cc(O)c2c(c1)COC2=O
(12) CCCC(=O)NC(=S)Nc1ccc(N2CCOCC2)c(Cl)c1
(13) COCCCn1c(=S)[nH]c2sc3c(c2c1=O)CCCS3
(14) CCOC(=O)N1CCN(C(=O)CN(C)S(=O)(=O)c2ccc3c(c2)c(=O)n(C)c(=O)n3C)CC1
(15) Cc1nc2cc(F)ccc2n1C1CCN(S(=O)(=O)c2ccccc2)CC1
(16) COc1ccc(/C(N)=N/OC(=O)Cc2cccs2)cc1OC
(17) CC(C)(C)C(=O)Nc1nnc(CSCc2ccccc2F)s1
(18) O=C(Nc1cnn(Cc2ccccc2)c1)c1cc2nc(-c3ccco3)cc(C(F)(F)F)n2n1
(19) NC(=O)Cn1nnc(-c2ccc(NC(=O)c3ccc(F)cc3)cc2)n1
(20) CCc1c(C)sc(NC(=O)c2ccccc2[N+](=O)[O-])c1C(N)=O

assay / compound	11	12	13	14	15	16	17	18	19	20
Hsp70 activator	-0.1	0.0	0.0	-0.5	-0.3	-0.2	-0.2	0.3	0.2	-0.2
STAT1 act	98	113	103	97	99	111	95	99	123	94
APP 5'UTR act	7	11	23	17	-7	20	11	-5	70	6
STAT3 activator	102	103	111	102	99	98	92	94	109	87
NF-kB neuron act	0.91	1.7	1.1	1.9	0.74	2	1.1	1.1	1.3	1.3
STAT3 blocker	0	-1	-11	0	5	6	14	11	-6	18
HMGR II inh	-7	1	-3	-4	1	-2	-2	1	-3	-1
DTT redox prof	0.0	-0.6	-1.8	-0.9	3.2	0.4	0.1	-0.8	-0.2	-0.1
STAT1 blocker	2	-15	-4	2	1	-12	6	0	-29	7
TLR4-MyD88 BLA	7	6	8	0	1	6	-2	-11	-17	1

(21) Cc1nn(-c2ccccc2)c(C)c1/C=N/NC(=O)c1cccs1
(22) COc1ccc(CNC(=O)CN(Cc2ccc(Cl)cc2)S(C)(=O)=O)cc1
(23) COc1ccc(Nc2ncc3c(n2)CC(c2ccccc2)CC3=O)cc1 (configuration not stated)
(24) COc1ccc(OC)c(N2C(=O)C(Cl)=C(N3CCCCC3)C2=O)c1
(25) Cc1ccc2oc(-c3cccc(NC(=O)C4CCCO4)c3)nc2c1 (configuration not stated)
(26) COc1ccc(/C=C(/NC(=O)c2ccccc2)C(=O)N/N=C/c2ccncc2)c(OC)c1
(27) O=C1NC(=Nc2ccccc2)c2ccc([N+](=O)[O-])cc21
(28) CCC(OC(=O)c1nsc(Cl)c1Cl)C(=O)NCc1ccco1 (configuration not stated)
(29) Nc1n[nH]c(S(=O)(=O)CCCc2ccccc2)n1
(30) Cc1cccc(-n2cc(-c3ccc([N+](=O)[O-])cc3)[nH]c2=S)c1

assay / compound	21	22	23	24	25	26	27	28	29	30
Hsp70 activator	-0.1	-0.4	-0.2	0.3	0.2	-0.2	-0.2	0.3	0.0	-0.3
STAT1 act	140*	99	104	104	140*	103	99	102	109	112
APP 5'UTR act	50	-6	-7	13	56	5	2	-3	3	-4
STAT3 activator	92	97	93	103	110	109	94	111	108	100
NF-kB neuron act	1.3	1.2	1.1	1.1	4*	1	1.2	1.1	1.2	1.2
STAT3 blocker	10	6	13	2	-9	-13	7	-6	-4	0
HMGR II inh	-7	-4	-1	-9	-5	3	0	-13	-2	-4
DTT redox prof	-0.2	0.1	-0.7	2.5	0.5	0.2	0.2	0.1	-1.0	0.3
STAT1 blocker	-44	1	-6	-5	-43	-3	1	-2	-10	-13
TLR4-MyD88 BLA	9	-4	-4	9	-8	8	-13	-19	10	10

(31) Cc1ccc(CC(=O)Nc2cccc([N+](=O)[O-])c2)cc1
(32) O=c1nc(-c2ccccc2)cc(-c2ccccc2)[nH]1
(33) COc1ccc(OC)c(NC(=O)CN2C(=O)C3(OCCCO3)c3ccccc32)c1
(34) O=Cc1ccc(N2CCCC2)c([N+](=O)[O-])c1
(35) COc1cccc(NC(=O)CNS(=O)(=O)c2ccc3nc(C)sc3c2)c1
(36) Cc1ccc(NC(=O)c2ccccc2-c2ccccc2C(=O)O)cc1
(37) COc1ccnc(Oc2ccc(F)cc2)c1C(=O)N/C=N/OCc1ccc(F)cc1Cl
(38) CCOC(=O)C1=C(c2ccccc2)NC(SCC(=O)Nc2ccc(C)cc2)=C(C#N)C1c1ccco1 (configuration not stated)
(39) O=C(Cn1cc([N+](=O)[O-])cn1)NCc1ccc(-n2cccn2)cc1
(40) COc1cc(OC)c(-c2nn3c(C4CCCCC4)nnc3s2)cc1OC

assay / compound	31	32	33	34	35	36	37	38	39	40
Hsp70 activator	-0.1	-0.3	-0.2	0.2	0.5	-0.4	0.3	-0.3	-0.2	-0.2
STAT1 act	91	96	102	105	105	104	99	101	96	98
APP 5'UTR act	18	5	2	2	2	-2	5	-13	9	12
STAT3 activator	92	98	92	97	107	97	103	105	97	95
NF-kB neuron act	1.2	1.3	0.79	1.2	0.98	1.1	0.66	0.5	0.99	0.39
STAT3 blocker	13	9	14	8	-8	1	2	-2	9	11
HMGR II inh	-2	-1	1	4	1	0	-2	0	-1	-4
DTT redox prof	-1.5	0.6	-1.1	0.0	0.2	-0.5	1.9	0.8	0.6	2.0
STAT1 blocker	8	3	-4	-6	-5	-2	1	1	3	2
TLR4-MyD88 BLA	-11	-4	-10	-4	-6	-28	13	6	-21	0

(41) CC1=C(C)C(=O)C(CCCCC#CCCCC#CCO)=C(C)C1=O
(42) CCN1CCC(=NNC(=O)CC23CC4CC(CC(C4)C2)C3)CC1
(43) O=C(/C=C/c1ccccc1)Nc1nc(-c2ccncc2)cs1
(44) Cc1nn(C)c(C)c1/C=N/NC(=O)C(C)(C)Oc1ccc(Cl)cc1
(45) Cc1cc(Br)cnc1NC(=S)Nc1ccc(F)cc1F
(46) Cc1ccc(C2(C(F)(F)F)NC(=O)N3CCN=C3S2)cc1 (configuration not stated)
(47) COc1ccccc1NS(=O)(=O)c1ccc(/C=C/C(=O)O)cc1
(48) Nn1c(SCC(=O)N2CCCc3ccccc32)nncc1=O
(49) Cc1cc(C)nc(NC(=O)NS(=O)(=O)Nc2ccc(Br)cn2)n1
(50) N#CCCN(Cc1cccnc1)S(=O)(=O)c1ccc(S(=O)(=O)NC2CCCCC2)cc1

assay / compound	41	42	43	44	45	46	47	48	49	50
Hsp70 activator	-0.3	-0.4	-0.2	-0.3	0.1	-0.1	0.1	0.2	-0.2	1.3
STAT1 act	92	93	117	107	107	98	98	99	92	97
APP 5'UTR act	-3	-1	2	6	22	-19	-4	-12	-3	14
STAT3 activator	108	106	68	97	81	92	99	107	101	111
NF-kB neuron act	0.97	1	0.72	0.74	1	1.1	1	1.3	1.3	1.4
STAT3 blocker	-7	1	40	0	31	14	5	-3	2	-10
HMGR II inh	-1	-2	1	3	4	-5	3	5	0	-7
DTT redox prof	6.5	-4.9	-0.2	0.2	0.8	2.9	-1.8	0.5	-3.7	0.3
STAT1 blocker	9	7	-18	-8	-9	2	2	1	8	3
TLR4-MyD88 BLA	8	-7	-11	5	-2	-1	6	2	-6	-8

(51) Cc1ccc(C(=O)NCCc2ccc(S(N)(=O)=O)cc2)o1
(52) O=C(Nc1ccc(Cl)cc1C(=O)Nc1ccc(Br)cn1)c1ccco1
(53) COc1ccc2[nH]c(=O)c(CNc3ccccc3)cc2c1
(54) Cc1cc(C)c2nc3c(c(C(=O)O)c2c1)CCC3
(55) NS(=O)(=O)c1ccc(NC(=O)COC(=O)CCC2CCCC2)cc1

assay / compound	51	52	53	54	55
Hsp70 activator	-0.1	-0.3	0.2	-0.2	0.1
STAT1 act	99	104	129*	107	100
APP 5'UTR act	19	35	43	-18	1
STAT3 activator	100	84	122	101	105
NF-kB neuron act	1.1	0.4	1.2	1.2	0.75
STAT3 blocker	6	21	-26	5	5
HMGR II inh	-1	0	2	-8	-3
DTT redox prof	-0.4	-0.4	-4.3	-0.9	0.1
STAT1 blocker	-1	1	-33	-7	-2
TLR4-MyD88 BLA	-9	-19	6	-6	-11
